SUMO1-SIM PPI – modulators of SUMO1 protein-protein interactions, primary screen, biochemical, uHTS; Small ubiquitin-related modifier 1 (Homo sapiens), P63165; SUMO1 binding to a labelled peptide, TR-FRET, 1 h; inhibition, % at 20 µM; hit rate 0.33% among 360,000; AID 602429, 2012; in the data active = inhibition above about 37%
Target sequence (P63165 whole entry, looked up): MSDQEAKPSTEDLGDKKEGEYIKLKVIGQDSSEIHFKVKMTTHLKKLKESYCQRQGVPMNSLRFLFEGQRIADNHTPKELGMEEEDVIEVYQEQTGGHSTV
Scp1 inh – Scp-1 phosphatase inhibitors, primary screen, biochemical, colorimetric, uHTS. Carboxy-terminal domain RNA polymerase II polypeptide A small phosphatase 1 (Homo …. AID 493091, 2011. hit rate 0.88% among 340,000. Recombinant Scp1, phosphopeptide, malachite green phosphate absorbance. inhibition, % at 20 µM;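 active = inhibition above about 50% at 20 µM, limit read from the data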;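 also: plate controls were DMSO wells with enzyme for no effect and wells lacking enzyme for full effect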
Target sequence (Q9GZU7 76-261 limits assumed): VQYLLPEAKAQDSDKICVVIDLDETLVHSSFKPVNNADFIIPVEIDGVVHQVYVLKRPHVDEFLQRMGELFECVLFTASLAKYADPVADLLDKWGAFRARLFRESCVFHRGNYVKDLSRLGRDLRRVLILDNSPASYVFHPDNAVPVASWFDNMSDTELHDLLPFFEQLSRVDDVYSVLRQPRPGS
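Test system: SCP-1 catalytic domain; Buffer or medium: Acidic Tris acetate buffer with magnesium and detergent; Also added: Phosphorylated 17-residue peptide substrate; Compound: single 20 µM dose, 1% DMSO; Schedule: enzyme reaction 45 min at room temperature, colour 5 min, stabilisation 30 min; Signal: Phosphate-binding colour reagent, absorbance read at 630 nm.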
Tb MetRS inh – T. brucei MetRS inhibitors, primary screen, biochemical, luminescence; methionyl-tRNA synthetase (Trypanosoma brucei brucei); purified T. brucei MetRS, ATP depletion, Kinase-Glo luminescence; inhibition, % at 11.9 µM; hit rate 0.4% among 360,000;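 active = inhibition above a per-plate cutoff of the control wells' mean inhibition plus 3 SD, cut at about 5.5% in these data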;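 also: 0% = DMSO wells median and 100% = median of wells with control inhibitor compound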
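Material: T. brucei methionyl-tRNA synthetase, purified; reagent: substrates ATP, L-methionine and bulk Escherichia coli tRNA; dosing: 11.9 µM single point; timing: 15 min plus 2 h at 25 °C; detection: luminescence of leftover ATP; evaluation: % inhibition; control set: DMSO-only wells as low control; replicates: singlicate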
NadD inh – inhibitors of S. aureus NadD, primary screen, biochemical, colorimetric, uHTS. AID 602399, 2012. hit rate 0.78% among 360,000. purified NadD enzyme, colorimetric absorbance read-out. Nicotinate-nucleotide adenylyltransferase NadD (Staphylococcus aureus N315). inhibition, % at 20 µM; in the data active = inhibition above about 26%; also: some compounds past the cut are filed as inactive
CSN deneddyl inh – inhibitors of CSN-mediated cullin deneddylation, primary screen, biochemical, fluorescence polarization, uHTS | Purified CSN, SCF-Nedd8-OG deneddylation | inhibition, % at 12.5 µM | hit rate 0.38% among 360,000;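 active = pattern-corrected inhibition above about 35%, with an unprinted fluorescence ratio check between 0.5 and 1.5, limit read from the data, passing the limit was not always enough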;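 also: 0% = enzyme with substrate and 100% = substrate without enzyme; some results filed as inactive read as strong as hits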
Target sequence (Q92905 whole entry, looked up, one chain of several): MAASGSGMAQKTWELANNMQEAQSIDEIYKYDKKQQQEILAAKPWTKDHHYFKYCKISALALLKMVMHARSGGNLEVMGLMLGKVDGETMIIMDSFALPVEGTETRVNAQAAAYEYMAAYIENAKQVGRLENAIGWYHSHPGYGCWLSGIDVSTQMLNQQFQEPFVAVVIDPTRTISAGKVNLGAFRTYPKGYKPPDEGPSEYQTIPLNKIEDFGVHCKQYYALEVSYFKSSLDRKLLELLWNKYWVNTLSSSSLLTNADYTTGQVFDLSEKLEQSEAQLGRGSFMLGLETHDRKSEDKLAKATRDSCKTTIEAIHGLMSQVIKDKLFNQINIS
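Assay system: Purified human Csn5 enzyme expressed in HEK293T cells | Amount: Enzyme 0.24 nM | Measured by: Fluorescence polarization readout | Medium: Tris/NaCl/DTT buffer, pH 7.5 | Compound dosing: One concentration, 12.5 µM, 0.25% DMSO | Times: 90 min incubation of compound, enzyme and substrate at room temperature | Control set: no-enzyme wells high, enzyme-with-substrate wells low | Read-out: % inhibition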
STEP inh – STEP phosphatase inhibitors, primary screen, biochemical, fluorescence intensity, uHTS. hit rate 0.25% among 360,000. inhibition, % at 20 µM. AID 588621, 2011. Tyrosine-protein phosphatase non-receptor type 5 (Homo sapiens), P54829. recombinant STEP, OMFP fluorogenic substrate;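 active = inhibition at 20 µM, scaled per plate between control wells, above about 37%, limit read from the data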;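 also: 0% = DMSO with enzyme and substrate and 100% = substrate only without enzyme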
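Material: STEP (striatal-enriched tyrosine phosphatase) enzyme, cell-free | Medium: 50 mM Bis-Tris pH 6.0 with 2.5 mM DTT and 0.005% Tween 20 | Read-out: Percent inhibition scaled to no-enzyme and uninhibited-enzyme controls, plate-pattern corrected | Signal: Fluorescence read at 480 nm ex / 540 nm em | Times: 20 min reaction, room temperature, in the dark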
DNMT1 inh – human DNMT1 methyltransferase inhibitors, primary screen, biochemical, molecular beacon, fluorescence, HinP1I cleavage, uHTS | DNA (cytosine-5)-methyltransferase 1 (Homo sapiens), P26358 | inhibition (reported as % activation of signal), % at 10 µM | hit rate 0.83% among 360,000; in the data active = inhibition above about 50%
MsrA inhibitor – bovine MsrA enzyme inhibitors, primary screen, biochemical, absorbance, HTS; inhibition, % at 15.5 µM; hit rate 0.75% among 360,000; Methionine sulfoxide reductase A (Bos taurus); purified bovine MsrA, absorbance read-out; in the data active = inhibition above about 4.5%;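 also: 0% = vehicle wells with enzyme and 100% = reference inhibitor wells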
LMPTP inh – LMPTP phosphatase inhibitors, primary screen, biochemical, fluorescence intensity, uHTS; recombinant LMPTP-A, OMFP fluorogenic substrate; inhibition, % at 20 µM; hit rate 0.22% among 360,000;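 active = compounds that cut the enzyme signal by at least half of the control window in the single-dose screen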;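 also: plate controls were DMSO wells with enzyme plus substrate for no effect and substrate without enzyme for full effect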
Target sequence (P24666 whole entry, looked up): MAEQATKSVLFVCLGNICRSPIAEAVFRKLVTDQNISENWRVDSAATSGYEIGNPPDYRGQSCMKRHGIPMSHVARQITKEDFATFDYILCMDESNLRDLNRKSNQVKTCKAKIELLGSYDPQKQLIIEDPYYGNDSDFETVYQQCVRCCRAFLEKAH
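Material: LMPTP-A; amount: 0.625 nM enzyme; doses: single 20 µM dose; times: reaction 50 min, room temperature, dark; technique: fluorescence intensity of OMFP turnover product; benchmarks: no-enzyme and uninhibited controls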
Rpn11 inh – Rpn11 (PSMD14) deubiquitinase inhibitors, primary screen, biochemical, fluorescence polarization, uHTS | 26S proteasome non-ATPase regulatory subunit 14 (Homo sapiens), O00487 | human 26S proteasome, Ub4-pepOG fluorescence polarization; 20S core pre-blocked with epoxomicin | calls only at 20 µM | hit rate 0.59% among 360,000;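 active = inhibition at 20 µM, scaled to each plate's controls, above about 33%, limit read from the data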
Numbers without * were called inactive; i = inactive; / = not tested or not shown.

Rpn11 inh	STEP inh	DNMT1 inh	Scp1 inh	MsrA inhibitor	LMPTP inh	SMILES	CSN deneddyl inh	SUMO1-SIM PPI	Tb MetRS inh	NadD inh
i	1	-7	/	-0.7	-5.6	COc1cc(-c2cnc3c(NC=O)cc(-c4cccc(C(=O)NCCN(C)C)c4)cn23)cc(OC)c1OC	-3	-23	-0.2	-9
i	3	-12	3	1.3	13	CCN=c1scc(C)n1/N=C/c1ccc(O)c(O)c1O	5	2	-0.4	11
i	0	1	-2	0.9	-0.4	Cc1cc(C)n(CC2CC(=O)N(c3ccc(C)c(Cl)c3)C2=O)n1 (configuration not stated)	3	0	-0.3	-5
i	-3	1	-5	-1.0	0.3	Cn1c(=O)c2c(nc(CN3CCC(C(N)=O)CC3)n2Cc2ccccc2Cl)n(C)c1=O	0	1	-0.7	6
i	12	2	-7	-0.3	-1.7	CSc1ccccc1NC(=O)CSc1n[nH]c(N)n1	6	-3	0.3	2
i	-3	-5	-5	1.7	1.7	Cc1ccc(S(=O)(=O)N2CCOCC2)cc1C(=O)OCC(=O)Nc1ccc2c(c1)OCO2	2	2	0.3	0
i	-7	8	-4	0.8	-0.6	Cc1nc(NCC2CCCO2)c2oc3ccccc3c2n1 (configuration not stated)	5	1	-0.4	-7
i	2	15	-6	-0.5	-0.1	Cc1cccc(OCCCCCn2ccnc2)c1	1	-1	0.0	4
i	1	-2	-13	-0.8	-0.8	O=C(NCc1ccc(F)cc1)C1CCC(=O)N1CCc1ccccc1 (configuration not stated)	2	-5	0.0	0
i	0	9	3	0.3	0.9	COCCn1c(-c2ccc(Cl)cc2Cl)nc2c(c(=O)c3ccccc3n2C)c1=O	-13	21	0.2	9
i	-2	1	-2	1.2	-0.6	Cn1cnnc1Sc1ccc(C(=O)OCC(=O)NCC(F)(F)F)cc1[N+](=O)[O-]	2	-38	-0.5	-1
i	1	-6	4	0.4	1.8	CCOc1ccc2nc(NC(=O)CSC3=NCCS3)sc2c1	-4	-7	0.0	-2
i	-2	2	-7	/	-5.1	CN1CCN(c2nc3ccccn3c(=O)c2C=O)CC1	-4	-11	-0.5	-4
i	-4	2	-7	-0.2	0.6	CCOC(=O)C1C(=O)NC(SC)=C(C#N)C1c1ccccc1F (configuration not stated)	2	1	-1.2	8
i	3	-21	/	2.4	-0.4	CC(=O)N(O)c1ccc(C=Cc2ccccc2)cc1	3	-15	-1.2	0
i	0	5	4	-0.7	-0.9	Cc1csc(NC(=O)c2ccccc2)n1	-3	0	-1.1	-3
i	-2	1	-4	0.8	-1.1	Cc1ccc(C(=O)NCCCN2CCOCC2)cc1Cl	-2	3	-0.6	0
i	-1	2	-3	-0.1	-1.7	COc1ccccc1CN1CC(C(=O)NCc2cccnc2)CC1=O (configuration not stated)	0	4	-0.2	-5
i	-5	4	-7	-0.5	-1.3	N#Cc1ccc(OCC(=O)N2CCN(C(=O)c3ccco3)CC2)cc1	-3	0	0.0	5
i	2	6	-6	-0.1	2.9	CCCCCC/C=C/c1ccc([C@H]2[C@H]3C=CC[C@@H](C)[C@@H]3C(=O)N2Cc2ccccc2)c(F)c1	3	0	-0.6	6
i	1	0	-5	-0.5	0.3	CCc1nnc(NC(=O)CCC(=O)N2CCN(c3cccc(Cl)c3)CC2)s1	-4	0	0.2	-1
i	3	0	-2	-0.7	-1.2	Cc1nn(C)c(C(=O)N/N=C/c2ccccn2)c1[N+](=O)[O-]	0	-3	-0.2	1
i	-2	0	-19	2.8	-0.1	O=C(c1ccccc1)c1cc2ccccc2o1	-3	-23	-1.2	-7
i	1	0	-3	5.3*	-1.1	Cc1ccsc1/C=N\NC(=O)c1cc(C(C)(C)C)[nH]n1	4	-4	-0.4	-2
i	-1	5	0	-0.5	-3.2	C[C@H](CO)N1C[C@H](C)[C@@H](CN(C)S(=O)(=O)c2cccs2)Oc2ccc(NS(=O)(=O)c3cn(C)cn3)cc2C1=O	0	2	0.2	-1
i	-1	-1	-6	-0.5	-1.0	CCN(Cc1ccc2c(c1)OCCO2)S(=O)(=O)c1ccc(NC(C)=O)cc1	-1	1	-0.7	-3
i	-1	-1	/	0.1	-2.1	CC1(C(=O)NS(=O)(=O)c2ccc(Cl)s2)CCN1C(=O)C1CCCCC1 (configuration not stated)	-3	5	0.0	-1
i	1	1	-7	1.6	1.9	COc1cccc(Oc2nc(-c3ccccc3O)nc3ccccc23)c1	-2	5	-0.2	-1
i	2	0	3	0.2	1.3	CCN(CC)CCCN(Cc1cc2cc3c(cc2[nH]c1=O)OCO3)C(=S)NC	-1	-7	-0.4	-6
i	4	2	/	0.1	-1.8	CC1(C(=O)NS(=O)(=O)Cc2ccccc2)CCN1C(=O)C1(c2ccc(Cl)cc2)CCC1 (configuration not stated)	2	12	-0.1	1
i	-3	0	6	0.0	-1.3	CCc1noc(C)c1C(=O)N1CCCC(C(=O)c2cc(F)ccc2OC)C1 (configuration not stated)	-1	-2	-1.0	-3
i	3	4	3	0.7	-0.7	Cc1cc(N2C(=O)C(=O)/C(=C(/O)c3ccc(Cl)cc3)C2c2cccc(Br)c2)no1 (configuration not stated)	-2	-17	-0.1	22
i	2	1	1	0.6	2.3	CNc1nc(SC)nc2ccsc12	1	2	0.0	6
i	0	7	-14	2.3	3.1	C=CCn1c(O)c(N=NC(=O)C(O)c2ccccc2)c2ccccc21 (configuration not stated)	0	-33	-0.5	-9
i	-2	19	-14	-0.2	0.7	Cc1nn(-c2ccccc2)c(C)c1/C=C/C(=O)OCC(=O)Nc1ncc(C(F)(F)F)cc1Cl	0	2	-0.3	0
i	-5	2	2	1.0	-3.1	CSCCC(NC(=O)OC(C)(C)C)C(=O)NC(C(=O)NC(CC(C)C)C(N)=O)C(C)C (configuration not stated)	-3	1	-1.7	2
i	2	2	-14	2.5	0.5	O=c1oc2ccccc2c(CNc2ccccc2)c1[N+](=O)[O-]	5	-35	-0.2	-9
i	1	0	-3	1.0	-0.1	O=C(NCCC(=O)N1CCc2ccccc21)c1ccccc1Cl	33	-5	-1.1	-2
i	-1	-2	1	-0.2	-0.7	COc1cccc(/C=C2\CCCCC2=O)c1	3	-2	-1.1	-4
i	-4	9	-7	1.2	-1.6	COc1ccc(/C(C)=N\Nc2nc(-c3ccccc3)cc(=O)[nH]2)cc1	-4	2	-0.2	-2
i	2	-11	/	-0.2	1.0	CN(C)Cc1ccccc1CNC(=O)c1cccc(S(=O)(=O)Nc2ccc3c(c2)OCO3)c1	3	-7	0.4	4
i	1	0	-9	-0.6	1.2	COCCNC(=O)CNC(=S)N(Cc1ccccc1)Cc1cccnc1	-7	-3	1.2	-5
i	0	-3	-9	0.1	0.1	COc1ccc(NC(=O)Nc2ccc3[nH]ccc3c2)cc1	1	1	0.0	2
i	-1	4	14	0.5	-0.9	O=[N+]([O-])c1ccccc1/C=N/n1c(-c2cccnc2)n[nH]c1=S	0	-6	-1.6	7
i	2	-29	-7	-0.1	4.4	Cc1ccc(Cl)cc1N1CCN(Cc2nc3c(c(=O)[nH]c(=O)n3C)n2Cc2ccccc2F)CC1	5	13	-0.7	23
i	5	2	-6	0.5	-2.8	O=C(O)c1ccccc1NC(=O)C1C2C=CC(C2)C1C(=O)O (configuration not stated)	1	5	-0.9	-3
i	-2	4	0	-0.9	-0.1	COc1ccc(S(=O)(=O)N2CCOCC2)cc1NC(=O)CC1CCCC1	-1	2	-0.3	4
i	3	1	2	0.8	0.8	CSc1ccccc1NC(=O)CN(C)Cc1cccc(Cl)c1	-2	15	0.0	2
i	-2	1	-2	-1.0	-1.0	COc1ccc(CNC(=O)Cn2nnc3ccccc3c2=O)cc1	-3	-22	-0.4	-6
i	3	-1	-8	1.9	-0.1	CCOc1ccccc1NC(=O)c1ccoc1C	0	-1	-0.6	-1

Structures listed so far that bear a hit mark in MsrA inhibitor:
Rpn11 inh	STEP inh	DNMT1 inh	Scp1 inh	MsrA inhibitor	LMPTP inh	SMILES	CSN deneddyl inh	SUMO1-SIM PPI	Tb MetRS inh	NadD inh
i	1	0	-3	5.3*	-1.1	Cc1ccsc1/C=N\NC(=O)c1cc(C(C)(C)C)[nH]n1	4	-4	-0.4	-2

Screening results deposited in PubChem by several laboratories.
